# Screening data deposited in PubChem BioAssay by NMMLSC.
# Bfl-1 Bim block = human Bim-Bfl-1 interaction inhibition; 190,000 tested, 0.12% active; inhibition, % at 10 µM; Bead-based flow cytometry, Bim-Bfl-1 binding inhibition;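 also: 0% = wells without compound plus tracer and 100% = blocker peptide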
# RGS8-Gao reg = regulators of human RGS8-Galphao interaction; P09471; multiplexed bead flow cytometry, RGS8-Galphao binding; actives lie on both sides; response (percent of control binding), % at 10 µM; 220,000 tested, 0.34% active; AID 1423; in the data active = response below about 60% or above about 140%; inactive = in between;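 also: Galphao activated as the GDP aluminium fluoride complex binding bead-coupled RGS8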
# Target sequence (P09471 whole entry, looked up): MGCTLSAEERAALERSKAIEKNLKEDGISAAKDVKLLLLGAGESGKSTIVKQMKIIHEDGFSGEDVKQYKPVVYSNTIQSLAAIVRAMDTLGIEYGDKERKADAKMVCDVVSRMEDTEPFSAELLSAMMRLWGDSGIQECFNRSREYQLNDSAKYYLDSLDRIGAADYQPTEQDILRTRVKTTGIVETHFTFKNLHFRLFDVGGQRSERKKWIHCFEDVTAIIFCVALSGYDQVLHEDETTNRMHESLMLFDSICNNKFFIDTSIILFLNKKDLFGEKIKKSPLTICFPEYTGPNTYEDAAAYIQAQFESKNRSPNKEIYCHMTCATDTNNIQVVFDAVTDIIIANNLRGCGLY
# Bcl-XL Bim block = human Bim-Bcl-XL interaction inhibition. Q07817. Bim peptide-Bcl-XL binding, bead flow cytometry, fluorescence. inhibition, % at 10 µM. 190,000 tested, 0.04% active. AID 1007
# Target sequence (Q07817 whole entry, looked up): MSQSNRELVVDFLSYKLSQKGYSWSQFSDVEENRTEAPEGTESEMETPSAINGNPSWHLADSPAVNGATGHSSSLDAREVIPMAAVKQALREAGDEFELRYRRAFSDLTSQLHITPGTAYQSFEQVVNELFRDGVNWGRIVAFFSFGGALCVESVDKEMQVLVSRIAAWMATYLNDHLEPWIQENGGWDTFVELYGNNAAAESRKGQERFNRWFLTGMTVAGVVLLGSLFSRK
# ABCG2 block = inhibitors of human ABCG2 transporter, ABCB1 counter-screen; 190,000 tested, 0.1% active; inhibition, % at 6.6 µM; Q9UNQ0; IgMXP3 cells, JC-1 efflux, flow cytometry;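 active = inhibition above 80%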;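 also: 0% = DMSO and 100% = nicardipine control wells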
#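 test system = two drug-resistant human cell lines, ABCG2 and ABCB1 | amount = 3 million cells/mL final, two lines in 1:1 ratio | reagent = JC-1 transporter substrate | doses = one concentration, 6.6 µM final | incubation = 10 min at 25 °C | signal = flow cytometric JC-1 green MFI at 530 nm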
# Bcl-B Bim block = disrupts Bim peptide binding to human Bcl-B. Q9HD36. bead-based flow cytometry. inhibition, % at 10 µM. 190,000 tested, 0.073% active. AID 951;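 also: 0% = tracer peptide without compound and 100% = reference inhibitor peptide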
# GSH bead fluor = compound fluoresces at 488/530 nm on GSH beads; GSH beads flow cytometry, compound fluorescence 488/530 nm; hits give high values; fluorescence (KMESF) at 10 µM; 190,000 tested, 0.25% active; AID 1776; in the data active = fluorescence above about 89;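 also: glutathione beads carrying GST-tagged Bcl family fusion proteins plus one bare bead set; values are compound well signal with DMSO vehicle wells as background; inactives centre near 16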
# ABCB1 inh = inhibitors of human ABCB1 transporter, ABCG2 counter-screen. inhibition, % at 6.6 µM. P08183. AID 1326. 190,000 tested, 0.067% active. CCRF-Adr cells, JC-1 efflux, flow cytometry; in the data active = inhibition above about 40%;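 also: 0% = vehicle and 100% = reference inhibitor; higher value means more JC-1 retained so stronger ABCB1 efflux block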
# RGS4-Gao reg = modulates binding of RGS4 to human Galphao; Multiplexed bead flow cytometry; actives lie on both sides; 220,000 tested, 0.33% active; binding response (% of control), % at 10 µM; AID 1415; in the data active = binding response below about 49% or above about 150%; inactive = in between;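 also: fluorescent Galphao activated with aluminum fluoride binding bead-coupled RGS4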
# Bcl-W Bim block = disrupts Bim peptide binding to human Bcl-W | 190,000 tested, 0.02% active | inhibition, % at 10 µM | bead-based flow cytometry | AID 952 | Q92843;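 also: 0% = bound tracer without compound and 100% = peptide blocker; higher means less fluorescent Bim peptide bound to Bcl-W beads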
# Target sequence (Q92843 whole entry, looked up): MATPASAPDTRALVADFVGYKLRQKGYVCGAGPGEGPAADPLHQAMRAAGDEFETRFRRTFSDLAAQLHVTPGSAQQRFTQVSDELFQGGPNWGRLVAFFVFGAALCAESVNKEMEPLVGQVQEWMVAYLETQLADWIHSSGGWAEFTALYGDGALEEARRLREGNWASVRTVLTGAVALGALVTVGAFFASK
# RGS7-Gao = regulators of human RGS7-Galphao interaction | P09471 | Multiplexed bead flow cytometry, RGS7-Galphao binding; actives lie on both sides | AID 1439 | binding response (% of control), % at 10 µM | 220,000 tested, 0.35% active; in the data active = binding response below about 49% or above about 150%; inconclusive = no clear call, values can overlap the other calls; inactive = in between;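 also: fluorescent Galphao held in activated GDP-AlF4 state binding bead-coupled RGS7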
# Bim-Bcl-2 = disrupts Bim peptide binding to human Bcl-2; Bead-based flow cytometry, Bim peptide-Bcl-2 binding; 190,000 tested, 0.06% active; inhibition, % at 10 µM; P10415; in the data active = inhibition above about 40%; inconclusive = no clear call, values can overlap the other calls;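 also: 0% = no compound wells with probe peptide and 100% = reference peptide inhibitor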
# Target sequence (P10415 whole entry, looked up): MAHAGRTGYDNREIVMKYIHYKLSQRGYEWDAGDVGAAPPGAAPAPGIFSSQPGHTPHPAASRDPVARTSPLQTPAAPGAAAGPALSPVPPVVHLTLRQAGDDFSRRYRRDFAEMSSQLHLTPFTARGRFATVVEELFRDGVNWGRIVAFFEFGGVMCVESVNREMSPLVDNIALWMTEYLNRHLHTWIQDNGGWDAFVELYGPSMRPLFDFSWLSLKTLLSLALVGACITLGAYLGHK
# * = called active by the depositor; ? = inconclusive; . = no result given. Rule as the data show it, unless noted: active = inhibition above about 40%.
SMILES,Bfl-1 Bim block,RGS8-Gao reg,Bcl-XL Bim block,ABCG2 block,Bcl-B Bim block,GSH bead fluor,ABCB1 inh,RGS4-Gao reg,Bcl-W Bim block,RGS7-Gao,Bim-Bcl-2
C=CCNC(=O)c1ccc(OC2CCN(S(=O)(=O)N(C)C)CC2)cc1,-6,104,0,7,-3,22,0.7,106,0,101,-1
O=C(NCc1ccc(F)cc1)C(=O)NCC1OCCN1C(=O)c1cccs1 (stereo not given),-10,100,-7,0,-9,15,-0.1,100,-3,98,-8
CC(C)COC(=O)C(N)C(C(=O)OCC(C)C)c1ccccc1 (stereo not given),-8,102,6,1,-9,37,0.4,100,0,103,-4
CCOC(=O)c1cnc2ccc(C)cc2c1Nc1ccc(N2CCOCC2)cc1,-19,103,-11,38,-10,33,9.0,99,-1,97,-13
Cc1sc2nc(CN3CCOCC3)[nH]c(=O)c2c1-c1ccccc1,-12,98,-4,11,-4,15,1.9,95,-2,92,-7
Cc1nn(C)cc1CNC(=O)c1cnn2c(C(F)F)cc(C3CC3)nc12,0,95,0,11,0,21,1.7,101,3,98,-3
O=C(O)c1ccc2c(=O)[nH]c(CN3CCOCC3)nc2c1,-9,100,-2,2,-7,11,0.5,96,2,140,-7
CC(C)c1ccc(O)c(NC(=O)c2ncn[nH]2)c1,-1,102,-4,4,-3,25,0.7,101,-4,104,0
Cc1nnc(SCc2nnc(-c3cccs3)o2)n1C,0,97,-1,0,-5,7,-0.2,96,-2,100,-3
CCOC(=O)N1CCC(NC(=O)c2cc(S(=O)(=O)N3CCCCC3)ccc2F)CC1,-1,98,0,1,0,70,1.0,98,-1,99,-3
Cc1cc(C)cc(C(=O)N(c2ccccn2)C(C)c2ccco2)c1 (stereo not given),-7,104,-2,0,-7,28,0.6,100,2,100,-7
CN1/C(=C\C=C(/C#N)C(=O)Nc2ccc(Cl)cc2)C(C)(C)c2ccccc21,2,109,2,-3,-3,13,-0.6,101,1,102,-6
CCOc1c(Br)cc(/C=C2\C(=O)N(CCC#N)N=C2C)cc1OC,5,92,4,1,6,77,1.4,85,1,87,13
COc1ccc(-c2nnc(-c3cc4ccccc4oc3=O)o2)cc1,1,80,-1,4,0,15,0.8,91,-1,97,0
Cc1cc(C)cc(N(CC(=O)N2CCC(C)CC2)S(=O)(=O)c2ccccc2)c1,-3,102,0,5,0,15,1.6,100,0,103,0
CN(C)c1ccc(NC(=O)CSCc2nc3c(nnn3Cc3ccc(F)cc3)c(=O)[nH]2)cc1,-5,102,-2,2,-8,12,0.3,105,0,98,-3
O=C(CSc1nnc(-c2ccccc2F)n1C1CC1)NC(=O)c1cccc([N+](=O)[O-])c1,-7,102,-7,37,-6,15,1.0,100,-4,94,-12
Cc1cc(C)cc(Nc2nc3c(S(=O)(=O)c4ccccc4)nnn3c3ccccc23)c1,2,103,-1,-5,-2,3,0.1,97,-3,97,6
NC(=O)c1ccc(NC(=O)c2ccc3c(c2)OCO3)cc1,0,102,-1,1,5,11,0.1,103,4,102,2
CCOc1ccc(CN(C)CC(=O)Nc2cccc(C)c2)cc1OC,-8,102,-4,1,-8,13,0.8,102,-1,?,-5
Nc1c(Cl)cc(NC(=O)c2ccccc2C(=O)O)cc1Br,2,99,-4,-1,-3,5,0.0,103,1,100,3
Cc1ccc(/C=C/C(=O)OCC(=O)Nc2cccc(S(=O)(=O)N(C)C)c2)o1,0,98,-15,15,-26,26,1.5,99,-6,100,-14
CSc1nc(-c2ccco2)nn1S(=O)(=O)c1ccc(C)cc1,2,94,-7,2,-21,12,0.3,96,0,114,-7
COc1ccc(C(=O)CSc2nnc(-c3ccc(S(=O)(=O)N4CCOCC4)cc3)o2)cc1,-7,102,-12,0,-2,39,0.1,106,2,104,-3
CCOC(=O)C1(CCOc2ccccc2)CCN(Cc2cccn2-c2ncccn2)CC1,-3,103,-5,1,-4,15,1.6,102,0,109,-1

# Additional compounds.
SMILES,Bfl-1 Bim block,RGS8-Gao reg,Bcl-XL Bim block,ABCG2 block,Bcl-B Bim block,GSH bead fluor,ABCB1 inh,RGS4-Gao reg,Bcl-W Bim block,RGS7-Gao,Bim-Bcl-2
CCCCN(Cc1ccco1)C(=O)Cn1ncc2c(=O)oc3ccc(C)cc3c21,-7,100,-4,-2,-3,17,-2.0,100,1,98,0
COCc1cccc(NC(=O)CCc2ccccc2)c1,-5,100,-10,7,-7,20,1.5,102,-1,113,-2
CCS(=O)(=O)NC(C)C(c1cccs1)N1CCN(C)CC1 (stereo not given),-2,103,-6,0,0,30,0.1,101,-2,100,0
CCCOc1ccc(/C=N/NC(=S)Nc2ccccc2[N+](=O)[O-])c(O)c1,-7,103,-10,-1,-9,9,-0.4,104,-8,113,-6
Cc1ccc(-c2cn(-c3ccc(SC(F)F)cc3)c3[n+]2CCC3)cc1,-13,98,-9,1,-10,9,0.5,95,-4,94,-5
CC(C)CCOC(=O)C1C(c2ccccc2)C(C(=O)O)C1c1ccccc1 (stereo not given),-3,100,6,2,-1,36,0.4,111,-3,104,-1
Cc1c(NC(=O)C2CC(c3cccc(Br)c3)=NO2)c(=O)n(-c2ccccc2)n1C (stereo not given),-2,101,0,1,-1,11,0.1,96,1,99,7
Cn1c(-c2ccc3c(c2)OCO3)cnc1N,0,100,0,2,-1,30,0.0,102,0,102,2
Cc1ccc2nc(NC(=O)COC(=O)CSc3nc(C)cc(C)n3)sc2c1,-1,99,-6,2,-7,26,0.2,96,0,100,-6
Cc1cc(C)nc(N2C(=O)CC(Cc3ccc(Cl)cc3)C2=O)n1 (stereo not given),-1,101,-1,0,-3,13,0.0,99,-2,97,0
COC(=O)CN(c1ccccc1F)S(=O)(=O)c1ccc(C)cc1,-4,101,-1,1,-3,10,0.4,98,-2,96,-2
O=C(CCSc1nc(-c2ccco2)cc(C(F)(F)F)n1)Nc1ccc2c(c1)OCO2,-13,100,-15,12,-9,41,2.3,97,1,97,-10
COC(=O)C1CCN(C(=O)COC(=O)CC(NC(C)=O)c2ccccc2)CC1 (stereo not given),0,98,1,1,-2,21,0.9,97,0,98,-1
CCOc1ccc(C(=O)SC2=NCCS2)cc1,-10,106,1,.,-4,17,.,110,2,103,1
CCOC(=O)C1CCCN(C(=O)/C=C/c2cccc([N+](=O)[O-])c2)C1 (stereo not given),-1,103,3,1,0,8,0.3,100,5,102,-2
CC12CCC(C(=O)O)(c3nc(C#N)c(C#N)nc31)C2(C)C (stereo not given),-17,102,-9,5,-11,34,0.8,103,0,100,-8
COc1cc(C(F)(F)F)nc(-c2ccccn2)n1,-5,102,0,5,-3,18,0.2,101,1,?,-2
Cn1c(=O)c2cc(S(=O)(=O)NCCC(=O)NCCC3=CCCCC3)ccc2n(C)c1=O,-2,105,0,5,0,24,1.1,107,-3,108,-2
CN(C)C(=O)c1sccc1Oc1ccc(F)cc1[N+](=O)[O-],-1,114,-1,-1,-7,16,-0.8,101,4,100,-5
O=C(C1=NNCC1c1ccccc1)C1CO1 (stereo not given),-5,103,-7,-2,-8,6,-0.7,101,-3,101,-3
O=C(Cc1c[nH]c2ccccc12)NNC(=O)c1ccccc1,7,93,12,2,13,16,0.0,93,11,91,1
COc1ccc(-c2c3c(=O)n(C)c(=O)n(C)c3cn2-c2ccccc2)cc1,-6,106,0,0,0,7,0.2,106,1,100,-6
CCOC(=O)Cc1csc(NC(=S)NC(=O)c2ccc(F)cc2)n1,-14,101,-2,0,-9,36,-0.5,102,-2,97,-9
CCNS(=O)(=O)c1ccc(OCCNS(C)(=O)=O)cc1,-2,84,0,-2,-1,22,-0.3,96,-2,93,-1
O=C(CSc1nnc(-c2ccccc2)n1Cc1ccccc1)NC1CC1,3,100,0,6,5,31,0.7,100,-1,102,0

# In the list so far, 5 contain an NH in an aromatic ring:
SMILES,Bfl-1 Bim block,RGS8-Gao reg,Bcl-XL Bim block,ABCG2 block,Bcl-B Bim block,GSH bead fluor,ABCB1 inh,RGS4-Gao reg,Bcl-W Bim block,RGS7-Gao,Bim-Bcl-2
Cc1sc2nc(CN3CCOCC3)[nH]c(=O)c2c1-c1ccccc1,-12,98,-4,11,-4,15,1.9,95,-2,92,-7
O=C(O)c1ccc2c(=O)[nH]c(CN3CCOCC3)nc2c1,-9,100,-2,2,-7,11,0.5,96,2,140,-7
CC(C)c1ccc(O)c(NC(=O)c2ncn[nH]2)c1,-1,102,-4,4,-3,25,0.7,101,-4,104,0
CN(C)c1ccc(NC(=O)CSCc2nc3c(nnn3Cc3ccc(F)cc3)c(=O)[nH]2)cc1,-5,102,-2,2,-8,12,0.3,105,0,98,-3
O=C(Cc1c[nH]c2ccccc12)NNC(=O)c1ccccc1,7,93,12,2,13,16,0.0,93,11,91,1

# Following part:
SMILES,Bfl-1 Bim block,RGS8-Gao reg,Bcl-XL Bim block,ABCG2 block,Bcl-B Bim block,GSH bead fluor,ABCB1 inh,RGS4-Gao reg,Bcl-W Bim block,RGS7-Gao,Bim-Bcl-2
COCCNC(=O)Cn1cnc2sc(C)c(S(=O)(=O)N3CCC(C)CC3)c2c1=O,-9,102,-5,2,-5,25,0.2,102,-1,98,-5
Cc1ccc(/C=N/Nc2nc(C(C)(C)C)cs2)o1,-3,98,-7,0,-6,9,-0.2,99,-3,99,-7
CC(C)(C)c1ccc(-c2noc(CCC(=O)N3CCOCC3)n2)cc1,-4,101,0,17,-3,21,0.7,102,0,104,-3
O=C(Nc1cccnc1)c1ccc(-c2cc(Cl)ccc2Cl)o1,5,97,1,7,2,14,2.9,92,1,94,2
CC(C)n1c(N2CCN(C(=O)Nc3ccccc3)CC2)nc2ccccc21,-1,108,0,2,-1,19,0.4,113,0,112,-5
Cc1ccc(/C([O-])=C(/C(=S)NCc2ccccc2)[n+]2cccc(CO)c2)cc1[N+](=O)[O-],-2,92,-2,0,-10,14,-0.1,95,-2,95,-3
COc1ccc2c(CC(=O)Nc3ccc(OC)nc3)coc2c1,-7,99,0,1,-5,11,0.3,97,-1,99,-3
Cc1cccc(Sc2nc(-c3ccccc3)ncc2C(=O)O)c1,-6,96,0,2,0,27,-0.1,95,0,96,1
O=C(c1ccc(C(=O)N2CCOCC2)s1)N1CCOCC1,0,100,-2,0,1,22,0.0,100,-3,99,-2
COc1ccc(C(=O)Nc2cc(Cl)cc(Cl)c2)c(OC)n1,-19,100,-8,59,-8,22,0.5,98,-4,99,-12
O=C(CCSc1nc(-c2ccco2)cc(C(F)(F)F)n1)NCCN1CCOCC1,-6,105,-5,2,-10,10,0.1,103,-3,100,-8
